# From PubChem BioAssay
# CD40 NFkB inh = CD40 pathway inhibition in BL2 cells | BL2 NF-kB luciferase reporter, CD40L-induced, 4 h | inhibition, % at 10 µM | 83,000 tested, 0.94% active | AID 1053188;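 active = mean inhibition of at least 50% with a set share of replicates also reaching that level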;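 also: 0% = neutral control wells and 100% = IKK inhibitor VII at 50 µM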
# * = called active by the depositor; [ ] = another dose, or the depositor's remark.
CD40 NFkB inh | mol
14.4[25 µM] | C[C@H](CO)N1C[C@H](C)[C@H](CN(C)C(=O)CN(C)C)Oc2cc(C#CCN(C)C)ccc2S1(=O)=O
8.7 | O=C(c1ccccc1)C(Nc1cccc([N+](=O)[O-])c1)c1ccccc1 (stereo unspecified)
-1.8 | O=C(C[C@@H]1C[C@@H]2c3cc(NC(=O)NC4CCCCC4)ccc3O[C@@H]2[C@H](CO)O1)NCc1ccncc1
16.4 | CC(C)OCCCn1c(=NC(=O)c2ccncc2)c(C#N)cc2c(=O)n3ccccc3nc21
-15.8[25 µM] | C/C=C/c1ccc([C@@H]2[C@H](CO)N(CC3CCOCC3)C23CN(C(=O)COC)C3)cc1
5.5 | COc1ccccc1CNc1nc(Oc2cccc(F)c2)c2sccc2n1
15.1 | CC(=O)Nc1cc2c(cc1[N+](=O)[O-])OCCO2
7.6 | O=C(Cn1nnc2ccccc21)C1CC1
-7.5 | CN(CCN1CCOCC1)C(=O)C1CCC(=O)N(Cc2ccc(Cl)cc2)C1 (stereo unspecified)
-4.4 | O=C(Cc1ccccc1)Nn1cnc2ccccc21
-10.5 | Cc1cc(C)nc(-n2nc(C)cc2NC(=O)CNC2CCCCC2)n1
-47.8 | CC(c1ccco1)N(C(=O)COc1ccc(Cl)cc1)c1ccccn1 (stereo unspecified)
13.5 | Cc1ccc(-c2cc(C(=O)OCC(=O)N(C)C3CCS(=O)(=O)C3)c3ccccc3n2)o1 (stereo unspecified)
-22.9 | COc1ccc(C(=O)NCC(=O)N2CCN(C(=O)c3ccco3)CC2)cc1OC
4.4 | CN1C(=O)N(CC(=O)N2CCN(S(=O)(=O)Cc3ccccc3)CC2)C(=O)C12CCCCC2
-20.6[25 µM] | O=C(Nc1ccccc1Cl)N1[C@@H](CO)[C@@H]2c3ccccc3NC[C@@H]21
1.3 | NC(=O)c1ccsc1NC(=O)CSc1nncs1
-3.4 | CN(CC(=O)Nc1ccc(Cl)c(C(F)(F)F)c1)C(=O)c1ccc(OCC2CCCO2)cc1 (stereo unspecified)
2.1[25 µM] | N#C[C@H]1[C@H](c2ccccc2)[C@H](CO)N1S(=O)(=O)c1cccc(F)c1
12.3 | COc1cccc(-c2ccc([C@H]3[C@@H](C#N)N(C(=O)c4ccccn4)[C@@H]3CO)cc2)c1
-1.8[25 µM] | O=C(Nc1ccc2c(c1)[C@@H]1C[C@H](CC(=O)N3CCCCC3)O[C@H](CO)[C@@H]1O2)NC1CCCCC1
-1.9 | CN(C[C@@H]1N[C@H](CO)[C@@H]1c1ccc(C2=CCCCC2)cc1)S(C)(=O)=O
1.5 | CCOC(=O)C1(C)CCCCCN1C(=O)c1ccccc1F (stereo unspecified)
-17.7[25 µM] | O=C(NC1CCC1)[C@@H]1[C@@H](CO)[C@@H]2Cn3c(ccc(-c4ccccc4F)c3=O)[C@@H]2N1Cc1cocn1

# Of the compounds above, 5 contain fluorine:
CD40 NFkB inh | mol
5.5 | COc1ccccc1CNc1nc(Oc2cccc(F)c2)c2sccc2n1
-3.4 | CN(CC(=O)Nc1ccc(Cl)c(C(F)(F)F)c1)C(=O)c1ccc(OCC2CCCO2)cc1 (stereo unspecified)
2.1[25 µM] | N#C[C@H]1[C@H](c2ccccc2)[C@H](CO)N1S(=O)(=O)c1cccc(F)c1
1.5 | CCOC(=O)C1(C)CCCCCN1C(=O)c1ccccc1F (stereo unspecified)
-17.7[25 µM] | O=C(NC1CCC1)[C@@H]1[C@@H](CO)[C@@H]2Cn3c(ccc(-c4ccccc4F)c3=O)[C@@H]2N1Cc1cocn1

# (continued)
CD40 NFkB inh | mol
-0.4 | O=C(OCC(=O)N1CCc2ccccc2C1)c1ccc(F)cc1Cl
7.7 | COc1ccc(CCNC(=O)CSCC(=O)Nc2cc(S(C)(=O)=O)ccc2Cl)cc1
-7.2[25 µM] | O=C(C[C@H]1CC[C@H]2[C@@H](COC[C@@H](O)CN2C(=O)Nc2ccc(F)cc2)O1)NC1CCC1
10.9 | O=C(CN1CCN(c2ccccc2)CC1)NC(=O)NCc1ccccc1
4.2 | CCOc1ccccc1NC(=O)c1cccc(NC(=O)c2cccnc2)c1
5.4 | CCOc1ccc(N(C)S(=O)(=O)c2ccc(C)c(C(=O)N3CCN(Cc4ccc5c(c4)OCO5)CC3)c2)cc1
11.7 | COc1ccc(S(=O)(=O)NC(CC(=O)NCc2ccco2)c2ccco2)cc1 (stereo unspecified)
13.2 | Cc1cc(NC(=O)CSc2ccccn2)no1
1.1 | CN1C2C=C(N(CCc3ccccc3)C(=O)c3ccc(Cl)cc3)CC1CC2 (stereo unspecified)
-15.6 | COc1cccc(-n2cc3c(=O)n(C)c(=O)n(C)c3c2)c1
0.4 | CC1C(=O)CCN(C(C)C)C1C (stereo unspecified)
-44.4 | CCN(CC(=O)NC1CCS(=O)(=O)C1)c1ccc([N+](=O)[O-])cc1C#N (stereo unspecified)

# Three of the entries above in order of the CD40 NFkB inh value, falling:
Structure | CD40 NFkB inh
Cc1cc(NC(=O)CSc2ccccn2)no1 | 13.2
CCOc1ccccc1NC(=O)c1cccc(NC(=O)c2cccnc2)c1 | 4.2
O=C(OCC(=O)N1CCc2ccccc2C1)c1ccc(F)cc1Cl | -0.4

# (listing goes on)
CD40 NFkB inh | mol
0.4 | Cc1cc(C(=O)Nc2cccc3ncccc23)no1
3.0[25 µM] | CCCN1C[C@H](C)[C@H](OC)CN(C)C(=O)c2cc(NC(=O)Nc3cccc(F)c3)ccc2OC[C@@H]1C
13.6 | CC(=O)[C@H]1CC[C@H]2[C@@H]3CCC4=CC(=O)CC[C@]4(C)[C@H]3CC[C@]12C
11.3 | O=c1[nH]c(N2CCOCC2)nc2ccccc12
-2.5[25 µM] | CCCNC(=O)[C@H]1N[C@H]2c3ccc(-c4cccc(F)c4)c(=O)n3C[C@H]2[C@@H]1CO
29.5[25 µM] | CCCNC(=O)N1[C@H](C#N)[C@H](c2ccc(-c3cccc(OC)c3)cc2)[C@H]1CO
-3.3 | COc1ccc(S(=O)(=O)N(C)c2ccc(OC(=O)C(C)Oc3ccc(F)cc3)cc2)cc1 (stereo unspecified)
13.3 | N#C[C@H]1[C@H](c2ccc(C#CC3CCCCC3)cc2)[C@@H](CO)N1C(=O)Cc1ccccn1
1.3 | O=C(NCc1cccnc1)c1c(O)c2cccc3c2n(c1=O)CCC3
-0.9 | COc1ccccc1C(CNC(=O)c1cccc(NS(=O)(=O)c2ccc(C)c(F)c2)c1)N(C)C (stereo unspecified)
-15.8[25 µM] | CC(C)(O)C#Cc1ccc([C@@H]2[C@@H](CO)N3CCCCN(Cc4ccccc4F)C[C@@H]23)cc1
10.1 | CCCn1nc(C(=O)Nc2ccc(-n3cnnn3)cc2)c2ccccc2c1=O

# Pulled by structure from the entries so far, 7 records:
CD40 NFkB inh | mol
-2.5[25 µM] | CCCNC(=O)[C@H]1N[C@H]2c3ccc(-c4cccc(F)c4)c(=O)n3C[C@H]2[C@@H]1CO
-3.3 | COc1ccc(S(=O)(=O)N(C)c2ccc(OC(=O)C(C)Oc3ccc(F)cc3)cc2)cc1 (stereo unspecified)
13.6 | CC(=O)[C@H]1CC[C@H]2[C@@H]3CCC4=CC(=O)CC[C@]4(C)[C@H]3CC[C@]12C
0.4 | Cc1cc(C(=O)Nc2cccc3ncccc23)no1
3.0[25 µM] | CCCN1C[C@H](C)[C@H](OC)CN(C)C(=O)c2cc(NC(=O)Nc3cccc(F)c3)ccc2OC[C@@H]1C
11.3 | O=c1[nH]c(N2CCOCC2)nc2ccccc12
-0.9 | COc1ccccc1C(CNC(=O)c1cccc(NS(=O)(=O)c2ccc(C)c(F)c2)c1)N(C)C (stereo unspecified)

# (further entries)
CD40 NFkB inh | mol
15.6 | C[C@H](NC(=O)OC(C)(C)C)C(=O)NCC1CCC(C(=O)O)CC1 (stereo partly specified)
-23.4 | CC(NC(=O)c1ccccc1Cl)C(=O)Nc1ccc2c(c1)OCO2 (stereo unspecified)
2.0 | O=C(COC(=O)CCc1c[nH]c2ccccc12)NCc1ccc2c(c1)OCO2
30.8[25 µM] | C[C@H]1CN([C@@H](C)CO)C(=O)Cc2cc(NC(=O)Cc3cn(C)c4ccccc34)ccc2O[C@@H]1CN(C)Cc1ccc(C(F)(F)F)cc1
2.6 | CCOC(=O)c1[nH]c2cc3c(cc2c1NC(=O)CN1CCCC1)OCO3
-10.3 | O=C(Cn1cnc2c(cnn2-c2ccccc2)c1=O)NCc1ccccc1
-3.9 | N/C(=N\NS(=O)(=O)c1ccc(Cl)cc1)c1ccccn1
-25.8[25 µM] | CC(=O)N1Cc2cc(C(=O)NCC(F)(F)F)nc(-c3cccc(-c4cc5ccccc5o4)c3)c2[C@H]1CCO
30.3 | O=C(c1cnn2c(C(F)F)cc(-c3ccccc3)nc12)N1CCc2ccccc2C1
-16.0 | OC(c1ccc(F)c(F)c1)c1ncc(-c2ccc(Cl)cc2)[nH]1 (stereo unspecified)
0.5 | CC(=O)Nc1ccc2c(c1)CC(=O)N(C)C[C@@H](C)[C@H](CN(C)C(C)=O)O2
6.4 | CC(C)CN(C(=O)COC(=O)C12CC3CC(CC(O)(C3)C1)C2)c1c(N)n(Cc2ccccc2)c(=O)[nH]c1=O
3.0 | CSc1c(CC(=O)NCCO)n(C)c2ccccc12
-5.9 | CC(=O)Nc1ccc(/C(C)=N/Nc2nc(Nc3ccccc3)nc(N3CCOCC3)n2)cc1
-3.0 | CCS(=O)(=O)N1CCN(c2ccc([N+](=O)[O-])c(NCC3CCCO3)c2)CC1 (stereo unspecified)
4.5 | Cc1cccc(C)c1NC(=O)CCCN1CC(C)OC(C)C1 (stereo unspecified)
6.6 | CCOC(=O)c1cnc(SCC(=O)N2CCC(C(N)=O)CC2)nc1N
-32.5 | COc1ccccc1C(=O)COC(=O)c1cnc(C)cn1
-11.1[25 µM] | C/C=C/c1cnc2c(c1)C(=O)N([C@H](C)CO)C[C@H](C)[C@H](CN(C)C(=O)Nc1cccc(OC)c1)O2
28.7 | COc1ccccc1NS(=O)(=O)c1ccc(NC(=O)CCNC(=O)c2ccco2)cc1
2.2 | O=C(CCc1nnc(Cc2ccc(-c3ccccc3)cc2)o1)N1CCCC1
4.1 | COc1ccc(NC(=O)C2C3CCC4C(CCC32)C4(Cl)Cl)cc1 (stereo unspecified)
-57.8 | COc1ccc(OCc2cc(C(=O)NC3CCOC(C)(C)C3)no2)c2ccccc12 (stereo unspecified)
13.1 | O=C1COc2ccc(C(=O)COC(=O)c3ccc4ccccc4n3)cc2N1
11.0[25 µM] | C[C@@H]1CCCCO[C@H](CN(C)Cc2ccc(Cl)c(Cl)c2)[C@@H](C)CN([C@H](C)CO)C(=O)c2cc(NC(=O)c3ccncc3)ccc2O1
-1.4[25 µM] | COC(=O)C[C@@H]1C=C[C@@H](N)[C@H](CO)O1
-6.9 | COc1ccc(CNc2ccc(C)c(C)c2)c(OC)c1OC
-7.1 | CCOC(=O)c1cc(-c2nnc(-c3ccc(Oc4ccccc4)cc3)o2)c(C)nc1C
-0.8 | COc1ccc(Cc2nc3ccc(C(=O)NC4CCOC4)cc3o2)cc1OC (stereo unspecified)
5.7 | CCCc1cc(C(=O)N2CCC(N3CCC(C(=O)NC(C)C)CC3)CC2)n(C)n1
-8.7 | Cc1ccc(NC(=O)COC(=O)CCc2ccc(S(=O)(=O)N3CCOCC3)cc2)cc1C
7.8 | Cc1cc(Br)ccc1NC(=O)CN(C)C(=O)CN1C(=O)NC2(CCCC2)C1=O
12.6 | CCOC(=O)C1=C(c2ccccc2)N=C2SCC(=O)N2C1c1ccc2c(c1)OCO2 (stereo unspecified)
8.3 | NC(=O)N1CCc2ccccc21
9.2 | CC1CC1C(=O)Nc1cc(S(=O)(=O)N2CCOCC2)ccc1N1CCCC1 (stereo unspecified)
-3.7 | C[C@H]1CN([C@@H](C)CO)C(=O)c2c(c3ccccc3n2C)-c2ccccc2CO[C@@H]1CN(C)CC1CC1
3.8 | CCN(CC)c1ccc(C(=O)OCC(=O)NC(C)(C)C)cc1
-0.4 | CCCS(=O)(=O)NC(=O)C1(C)CCCN(C(=O)c2ccc(F)c(Cl)c2)C1 (stereo unspecified)
-2.3 | C[C@H](C(=O)N(C)C[C@H]1OCc2ccccc2-c2c(n(C)c3ccccc23)C(=O)N([C@H](C)CO)C[C@@H]1C)c1ccccc1
-5.6 | COc1ccc(C(=O)Nc2ccccc2C(=O)NCc2cccnc2)cc1
10.6 | CCN(CC)C(=N)N1c2ccccc2CCC1C (stereo unspecified)
10.2 | CC(C)c1ccc(S(=O)(=O)N2CCN(C(=O)CCNS(=O)(=O)c3ccccc3F)CC2)cc1
12.2 | COc1ccccc1S(=O)(=O)Nc1ccc2nc(C)sc2c1
6.2 | CCCCSc1nnc2[nH]c(=O)cc(N)n12
-12.3 | Cc1cc(C)n(CCNC(=O)c2ccc3c(c2)OCO3)n1
-2.3 | O=C(Nc1ccc2c(c1)OCCO2)c1ccccc1Cl
-2.9 | O=C(NCCCn1ccnc1)Nc1cccc2ccccc12
-5.2 | O=C(COC(=O)c1cccc(S(=O)(=O)N2CCOCC2)c1)NC1CCCCC1
-6.6 | S=C(NN=C1CCCCCC1)Nc1ccc(Cl)cc1
7.1 | CC1(C)C2CCC1(C(=O)O)c1nc3ccccc3nc12 (stereo unspecified)
4.5 | Cc1nc2nc[nH]n2c(=O)c1NC(=O)c1cccc(OCC(C)C)c1
15.0 | Cc1cc(NCCO)c2ccccc2n1
5.5[25 µM] | CCCN1[C@@H]2c3ccc(C4=CCCCC4)c(=O)n3C[C@H]1[C@H](CO)[C@H]2C(=O)Nc1ccccc1
11.8 | CC(=O)NC(CC(C)C)C(=O)NC(=O)NCc1ccccc1 (stereo unspecified)
-0.7 | N#C[C@@H]1[C@@H](c2ccc(C#CC3CCCCC3)cc2)[C@H](CO)N1C(=O)Cc1ccccn1
-15.6 | Cc1ccc(C(=O)OCC(=O)NCc2cccs2)s1
6.4 | O=C(Cc1nc(-c2ccc(Br)s2)cs1)NCCN1CCOCC1
-8.9 | COc1cccc(C(=O)COc2ccc(NC(=O)c3cccs3)cc2)c1
-47.0 | Cc1nn2c(-c3ccco3)nnc2c2ccccc12
-7.9[25 µM] | COc1ccc2c3c(n(C)c2c1)[C@H](CO)N(C(=O)CN(C)C)CC31CN(Cc2nccs2)C1
26.8[25 µM] | C[C@H]1CC=CC[C@@H](c2cccc(Cl)c2)NC(=O)[C@H](Cc2ccccc2)N(C)C(=O)c2ccccc2O1 (mixture of isomers)
-0.4 | CN(CC(=O)Nc1ccc(Cl)c(Cl)c1)C(=O)C1CCC1

# A portion of the library; the hit share may differ from the screen's.
